Kir21 inh: inhibitors of mouse Kir2.1 inward-rectifier potassium channel | AID 1672, 2009 | HEK293-Kir2.1, FluxOR thallium flux fluorescence; hits give low values | B-score at 10 µM | actives 0.85% (n = 310,000) | Inward rectifier potassium channel 2 (Mus musculus), P35561;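 active means fluorescence ratio B-score at or below minus 3 SD of library scores, with starting-brightness B-score within 2 SD, cut at about -4.2 in these data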;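 further: channel flux triggered by added potassium and thallium sulfate stimulus; B-score of peak minus minimum fluorescence over baseline after thallium stimulus; more negative B-score means stronger Kir2.1 block with less thallium influx; some compounds called inactive have numbers as strong as hits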
Target sequence (P35561 whole entry, looked up): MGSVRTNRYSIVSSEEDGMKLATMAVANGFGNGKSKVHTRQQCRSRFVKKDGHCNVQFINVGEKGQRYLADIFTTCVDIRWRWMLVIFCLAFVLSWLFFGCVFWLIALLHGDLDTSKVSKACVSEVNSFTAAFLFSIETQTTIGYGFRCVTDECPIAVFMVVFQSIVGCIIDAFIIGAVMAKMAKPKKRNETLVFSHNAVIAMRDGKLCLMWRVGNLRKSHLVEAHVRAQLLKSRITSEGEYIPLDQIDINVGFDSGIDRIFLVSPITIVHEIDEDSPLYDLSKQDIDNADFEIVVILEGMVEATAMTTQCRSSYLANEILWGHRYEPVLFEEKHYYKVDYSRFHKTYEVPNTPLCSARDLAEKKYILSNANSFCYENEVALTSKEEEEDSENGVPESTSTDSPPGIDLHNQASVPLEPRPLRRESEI
KCNQ2 block: KCNQ2 potassium channel inhibitors, primary screen, cell-based, CHO-K1, FluxOR thallium flux, B-score (AID 2156). Potassium voltage-gated channel subfamily KQT member 2 (Rattus norvegicus), O88943. 20 min; hits give low values. B-score at 10 µM. actives 1.1% (n = 310,000);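 active means fluorescence ratio B-score at most minus 3 library SDs, with starting brightness B-score within 2 library SDs, cut at about -5.5 in these data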
STK33 kinase inh: inhibitors of purified STK33 kinase, primary screen, biochemical, ADP-Glo luminescence, homogeneous, cell-free. MBP phosphorylation. inhibition, % at 10 µM. actives 0.073% (n = 320,000);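 active means inhibition at or above 25%, using the most active replicate where run in duplicate; inactive means inhibition below 25%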
Target sequence (Q9BYT3 whole entry, looked up): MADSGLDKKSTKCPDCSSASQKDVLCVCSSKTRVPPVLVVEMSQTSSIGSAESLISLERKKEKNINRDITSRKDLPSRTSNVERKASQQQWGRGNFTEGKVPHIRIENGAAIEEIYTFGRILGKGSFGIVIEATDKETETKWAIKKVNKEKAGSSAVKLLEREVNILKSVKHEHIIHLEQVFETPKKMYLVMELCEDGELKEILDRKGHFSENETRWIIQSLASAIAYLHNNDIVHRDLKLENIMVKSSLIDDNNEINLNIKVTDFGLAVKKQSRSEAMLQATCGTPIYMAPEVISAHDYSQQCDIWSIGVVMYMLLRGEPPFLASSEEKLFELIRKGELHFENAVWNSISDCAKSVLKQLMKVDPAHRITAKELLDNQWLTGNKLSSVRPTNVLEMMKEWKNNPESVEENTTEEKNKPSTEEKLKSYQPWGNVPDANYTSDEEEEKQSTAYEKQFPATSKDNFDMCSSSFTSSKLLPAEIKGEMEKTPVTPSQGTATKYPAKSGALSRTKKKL
* marks the source's active call; other numbers are inactive results; i = inactive; · = no result given.

SMILES	Kir21 inh	KCNQ2 block	STK33 kinase inh
CCCCCCC1CC(CSc2ncn[nH]2)OC1=O (stereo not given)	-0.65	i	0.0
Cc1cccc(NC(=O)CCC2CCN(C(=O)C3CC=CCC3)CC2)c1 (stereo not given)	0.01	i	-2.5
CC1Cn2c(nnc2-c2cccc(Cl)c2)S1 (stereo not given)	0.06	i	-0.3
CSc1nsc(SCC(=O)N2CCCc3ccccc32)n1	-0.44	i	-0.2
COC(=O)c1c(C)noc1-c1cc(C)on1	0	i	0.1
COc1cc(S(=O)(=O)N2CCN=C2c2ccccc2)ccc1Cl	-5.4*	i	-1.5
CC(C)c1ccc(CNC(=O)CCc2ccccc2)cc1	0.22	i	-1.8
CCOC(=O)c1c(-c2ccc(C)o2)csc1NC(=O)CN1CCN(CC)CC1	-2.4	i	-0.6
COc1ccccc1C(=O)N1CCN=C1SC	-0.11	i	-2.6
CCCCN(C(=O)COC(=O)COc1c(C)cc(C)cc1C)c1c(N)n(CCC)c(=O)[nH]c1=O	1.5	i	-5.3
CCOC(=O)c1cc2n(c1N)-c1ccccc1C2=O	1.5	i	-1.1
CN(CC(=O)Nc1ccccc1Cl)C(=O)c1cccc(S(=O)(=O)N2CCN(Cc3ccccc3)CC2)c1	0.12	i	0.1
Cc1ccc(S(=O)(=O)N[C@@H](CC(C)C)C(=O)N2CCC(C(=O)N[C@H](C(=O)O)C(C)C)CC2)cc1	-0.26	i	-1.1
O=C(Nc1ccnn1C1CCN(Cc2ccccc2)CC1)C1CCOC1 (stereo not given)	-0.51	i	0.3
CCCOc1cccc(C(=O)NC(=S)Nc2ccccc2)c1	0.79	i	-1.0
CCCNC(=O)C1(CC2CC(c3ccccc3)=NO2)CCN(C(=O)OC(C)(C)C)CC1 (stereo not given)	-1.9	i	-0.3
CCOC(=O)C1=C(N)OC2=C(C(=O)CC(C)(C)C2)C1c1ccc(CC)s1 (stereo not given)	0.19	i	0.7
CCOc1ccccc1C(=O)Nc1cccc2cccnc12	0.07	i	0.6
CC(=O)O[C@H]1CC(C)(C)C(=C=C/C(C)=C/C=C/C(C)=C/C=C/C=C(C)/C=C/C=C(\C)C(=O)C[C@@]23O[C@]2(C)C[C@@H](O)CC3(C)C)[C@](C)(O)C1	0.69	i	0.1
CCN(CC)S(=O)(=O)c1ccc(Cl)c(NC(=O)CCCCl)c1	0.34	i	-0.7
COc1cc(OC)cc(C(=O)N=c2sc3ccccc3n2C)c1	-0.69	i	-1.0
COc1ccc(CN(C(=O)c2snc(C(N)=O)c2N)C(C(=O)NC2CCCC2)c2ccco2)cc1 (stereo not given)	1.9	i	0.0
CCN(CC)C(=O)c1sc2nc(-c3cccs3)cc(-c3ccc(Cl)cc3)c2c1N	0.19	-6.9*	-0.3
S=C(c1ccc(-c2cc(Cl)ccc2Cl)o1)N1CCCCC1	-1.1	i	2.0
CC1CCCCN1C(=O)Cn1cc(C(=O)c2ccco2)c2ccccc21 (stereo not given)	0.82	i	-0.5
COCC(=O)OCc1cc2cccc(C)c2[nH]c1=O	-0.9	i	0.1
COc1ccc(C(=O)NCc2cc3ccccc3n2C)cc1	-0.99	i	0.3
CCCC12CN(C(=O)c3ccco3)CC(CCC)(CN(C(=O)c3ccco3)C1)C2=O	-2.2	i	1.3
O=C(CN1C(=O)C2C3C=CC(C3)C2C1=O)NCC1COc2ccccc2O1 (stereo not given)	0.02	i	-2.1
O=C(N/N=C/c1ccc(F)cc1)c1sccc1OCc1ccc(F)cc1	0.15	i	-0.6
CS(=O)(=O)N(CCCC(=O)N1CCCCCC1)c1cccc(Cl)c1	1.7	i	0.9
O=C(NCCCn1ccnc1)/C(=C/c1ccco1)NC(=O)c1ccccc1	1.4	i	-4.0
CCOC(=O)C1CCCN(C(=O)c2cccc([N+](=O)[O-])c2C)C1 (stereo not given)	0.35	i	-1.3
COc1ccc(-n2c(-c3ccc(Cl)cc3)c[n+]3c2CCCCC3)cc1	1.4	i	-0.7
COc1ccc2oc(=O)c(C(=O)N3CCc4ccccc43)cc2c1	1.3	i	2.0
O=C(NCCc1ccccc1)C1CCN(S(=O)(=O)c2cccc3nsnc23)CC1	-0.01	i	-0.9
CCOC(=O)c1c(CSc2ccc(C)cc2)oc2ccc(O)cc12	0.63	i	-0.9
CCOC(=O)C(Cc1ccccc1)C(=O)Nc1ccccc1C (stereo not given)	1.8	i	-2.9
CCOC(=O)Cn1c(=O)oc2cc(S(=O)(=O)N3CCN(C(=O)c4ccco4)CC3)ccc21	0.18	i	0.7
CCOC(=O)Cc1c(C)nc2cc(-c3ccc(Cl)cc3)[nH]n2c1=O	-1.9	i	-0.7
CCC(C)NC(=O)C1c2ccccc2C(=O)N1Cc1cc(OC)ccc1OC (stereo not given)	1.4	i	-1.2
CCOc1cc(C)c(S(=O)(=O)Nc2ccc(F)cc2)cc1C	-4	i	-0.2
O=C(CC1CCCCC1)NCc1ccc(F)cc1	-0.86	i	-0.2
CCC(C)(C)N=C(NC#N)Nc1cccnc1	-0.45	i	-1.7
Cc1nc2ncnn2c(C)c1CCC(=O)Oc1ccccc1	-1.2	i	-0.3
Cc1cccc(OCC(=O)NNC(=O)Cn2c(=O)cnc3ccccc32)c1	1	i	-0.6
Cc1cc(C)cc(NC(=S)N2CCC(N(C)CC3CCCO3)CC2)c1 (stereo not given)	0.06	i	-4.5
Cc1ccc(CN(C)C(=O)CC2C(=O)NCCN2CC2CCCCC2)cc1 (stereo not given)	-0.81	i	-1.2
COc1cccc(NC(=O)N2CCCCCC2)c1	-0.55	i	-2.7
C=CCn1c(NCc2cc(C)ccc2O)nc2ccccc21	-0.01	-7.1*	-2.1
CSc1ccc(C2Nc3ccccc3-c3cc(C)nn32)cc1 (stereo not given)	-0.01	i	-0.5
O=C(CSCC(=O)NC1CCCC1)Nc1ccccc1	-1	i	3.9
O=C(CCSc1ccc(Cl)cc1)N1CCN(c2ccc(O)cc2)CC1	-0.12	i	-0.7
C#CCOC(=O)c1ccc(-n2cncn2)nc1	0.06	i	-1.3
Cc1cccc(N(CC(=O)N2CCCC2)S(=O)(=O)c2ccccc2)c1	-0.83	i	0.8
Cc1c(NC(=S)N/N=C/c2cc([N+](=O)[O-])ccc2O)c(=O)n(-c2ccccc2)n1C	1.3	i	-0.2
C=CCOc1ccc(C2NC(=O)c3ccccc3O2)cc1OCC (stereo not given)	1.9	i	-0.1
C=CCN(CC=C)S(=O)(=O)c1ccc(C(=O)Nc2nnc(COC)o2)cc1	-0.08	i	0.2
CCN1CCN(C(CNS(=O)(=O)c2ccccc2)c2cccnc2)CC1 (stereo not given)	-0.15	i	-0.1
C=CCNc1nnnc2c1sc1nc(N3CCOCC3)c3c(c12)CCCC3	-0.4	i	6.4

Of the compounds above, these have an aryl thioether with sulfur outside any ring.
SMILES	Kir21 inh	KCNQ2 block	STK33 kinase inh
CCCCCCC1CC(CSc2ncn[nH]2)OC1=O (stereo not given)	-0.65	i	0.0
CSc1nsc(SCC(=O)N2CCCc3ccccc32)n1	-0.44	i	-0.2
CCOC(=O)c1c(CSc2ccc(C)cc2)oc2ccc(O)cc12	0.63	i	-0.9
CSc1ccc(C2Nc3ccccc3-c3cc(C)nn32)cc1 (stereo not given)	-0.01	i	-0.5
O=C(CCSc1ccc(Cl)cc1)N1CCN(c2ccc(O)cc2)CC1	-0.12	i	-0.7

Further structures follow.
SMILES	Kir21 inh	KCNQ2 block	STK33 kinase inh
C/C(=N/Nc1ccc(F)cc1)c1ccc(Cl)s1	1.9	i	·
COC(C(=O)Nc1ccnn1C1CCN(Cc2ccc(CO)o2)CC1)c1ccccc1 (stereo not given)	-1.9	i	1.4
Clc1ccc(/C=N/Nc2ncnc3nc[nH]c23)cc1	-1.9	i	5.6
O=C(O)c1nc(N2CCCCC2)ncc1Cl	-0.04	i	-0.4
Clc1ccc(CNc2ccc(CNc3ncn[nH]3)cc2)cc1	1.6	i	0.7
COc1ccc(C(=O)Cn2c(C)nc([N+](=O)[O-])c2Br)cc1	0.54	i	0.1
O=C1c2ccccc2C(=O)N1Cc1ccccc1F	-0.01	i	-0.2
C#CCOCCOCCOCCNc1nc(N2CCN(C(=O)[C@H](CCCCN)n3cc([C@@H](N)CC(C)C)nn3)CC2)nc(N2CCN(C(=O)[C@H](CCCCN)n3cc([C@@H](N)CC(C)C)nn3)CC2)n1	-0.33	i	0.1
CCC(Oc1ccccc1)C(=O)N1CC(C)CC(C)C1 (stereo not given)	-1.9	i	-1.3
CCOC(=O)C1(Cc2cccc(Cl)c2)CCCN(C(=O)c2cccnc2)C1 (stereo not given)	0.01	i	1.4
CCC(=O)Nc1ccc(S(=O)(=O)Nc2ccc(Cl)nn2)cc1	-0.03	i	-0.8
O=[N+]([O-])c1ccccc1S(=O)(=O)n1nnc2ccccc21	-0.01	i	-1.4
O=C(COc1ccc(S(=O)(=O)NC2CCCCC2)cc1)NCCC1=CCCCC1	1.4	i	-2.4
COc1ccc(N(CC(=O)N2CCN(c3ccccc3)CC2)S(=O)(=O)c2ccc(C)cc2)cc1	-0.3	i	-0.5
O=C(NCc1ccccc1)c1ccc(CS(=O)(=O)c2ccc(Br)cc2)o1	0.01	i	1.2
COCCN(C(=O)COC(=O)c1cccs1)c1c(N)n(Cc2ccccc2)c(=O)[nH]c1=O	-0.16	i	-0.3
CC(C)CNC(=O)C(=O)NCc1ccccc1	1.1	i	-1.0
CCOC(=O)C1(C(=O)OCC)CC1c1ccccc1 (stereo not given)	-3	i	0.1
CN(C)S(=O)(=O)NCC1CCCN(Cc2cc3ccccc3s2)C1 (stereo not given)	-1.2	i	-1.1
COc1ccc(NC(=O)N2CCc3ccccc3C2)cc1OC	2.1	i	-0.6
O=C(O)Cc1ccc(NC(=O)C2CC=CCC2C(=O)O)cc1 (stereo not given)	0.19	i	-1.6
O=C(CSC1=NCCS1)NC(c1ccccc1)c1ccccc1	-0.37	-8.2*	-1.3
CCOc1cc(C(=O)Nc2ccc(C)cc2O)ccc1OCC(=O)N1CCOCC1	0.02	i	-0.7
CCN(CC)S(=O)(=O)c1ccc(C)c(NC(=S)N2CCN(Cc3ccc4c(c3)OCO4)CC2)c1	-0.81	i	0.0
Cc1ccc(S(=O)(=O)N(C)CC(=O)NCCCc2ccccc2)cc1	1.2	i	-1.3
O=C(c1ccco1)N1CCN(C(=O)c2ccc(-c3cccc(C(F)(F)F)c3)o2)CC1	0.01	i	-1.0
COc1cccc(NC(=O)CCN2CCC(C(N)=O)CC2)c1	1.6	i	·
COc1cccc(CNC(=O)C2CCN(S(=O)(=O)c3ccc4c(c3)NC(=O)C(C)S4)CC2)c1 (stereo not given)	-0.42	i	0.6
COc1cc(CO)ccc1OCc1ccc(Cl)nc1	-0.58	i	0.8
O=C1CC(NC(=O)c2ccc(Cl)cc2)C(=O)N1 (stereo not given)	0.45	i	-3.0
Cc1cccc(OCCCC(=O)N2CCCc3ccccc32)c1C	-0.4	i	0.3
CCCC(=O)N1N=C(c2ccccc2)CC1c1cn(C)c2ccccc12 (stereo not given)	0.63	i	-2.0
CCOC(=O)N1CCN(Cc2ccc(O)c3ncccc23)CC1	-0.98	i	-2.7
COC(=O)c1ccc(/C=N\NC(=O)c2c(C)nc3ccc(Cl)cn23)cc1	-0.63	i	-1.9
Cc1ccc(NC2=NCCC2)cc1Cl	-1.4	i	-1.5
Cc1ccc(-n2c(C)cc(/C=N/NC(=O)Cn3c4ccccc4c(=O)c4ccccc43)c2C)cc1	0.12	i	-0.3
CCOC(=O)C1CCN(C(=O)c2cccc(Cl)c2)CC1	1.2	i	-0.9
CCC(C)C1NC(=S)N(Cc2ccccc2)C1=O (stereo not given)	-1.2	i	-0.2
COc1cc(/C=N/N2CCOCC2)ccc1OCc1ccc(Cl)cc1	0.05	i	-1.6
Cc1ccc(NNC(=O)c2ccc(Cl)cc2)nn1	-0.41	i	-0.4

Laid out differently: 3 of the compounds above.
Under each structure – Kir21 inh, KCNQ2 block, STK33 kinase inh
- O=C(c1ccco1)N1CCN(C(=O)c2ccc(-c3cccc(C(F)(F)F)c3)o2)CC1
    0.01, i, -1.0
- COc1cccc(NC(=O)CCN2CCC(C(N)=O)CC2)c1
    1.6, i, ·
- COc1cccc(CNC(=O)C2CCN(S(=O)(=O)c3ccc4c(c3)NC(=O)C(C)S4)CC2)c1 (stereo not given)
    -0.42, i, 0.6

Given with two lines to a compound: part of the list above
Below each SMILES – Kir21 inh	KCNQ2 block	STK33 kinase inh
> COC(=O)c1ccc(/C=N\NC(=O)c2c(C)nc3ccc(Cl)cn23)cc1
 : -0.63	i	-1.9
> Cc1ccc(NC2=NCCC2)cc1Cl
 : -1.4	i	-1.5
> Cc1ccc(-n2c(C)cc(/C=N/NC(=O)Cn3c4ccccc4c(=O)c4ccccc43)c2C)cc1
 : 0.12	i	-0.3
> CCOC(=O)C1CCN(C(=O)c2cccc(Cl)c2)CC1
 : 1.2	i	-0.9

(further entries)
SMILES	Kir21 inh	KCNQ2 block	STK33 kinase inh
Cc1ccc(-n2cc(CN3CCC(CO)(Cc4cccc(C(F)(F)F)c4)CC3)cn2)cc1	-2.5	i	0.5
O=C(CCC(=O)NNC(=O)c1ccccc1[N+](=O)[O-])NCc1ccccc1	-0.42	i	-1.2
O=C(CSc1n[nH]c(=O)n1Cc1ccco1)c1ccc(F)cc1	0.1	i	-1.2
CCOC(=O)c1c(C)n(C)c2ccc(OCC(O)Cn3c(C)nc4ccccc43)cc12 (stereo not given)	0.77	i	-0.3
CCOc1ccc(N(CC(=O)NCCc2ccccc2)S(=O)(=O)c2ccccc2)cc1	-3.5	i	-0.6
O=C(CCc1ccccc1)Nc1ccnn1C1CCN(Cc2ccc(OCCO)cc2)CC1	0.15	i	-0.5
